High-throughput results as filed in PubChem.
Myeloid diff 2: myeloid differentiation induction | ER-HoxA9 myeloid progenitors, lysozyme-GFP differentiation, flow cytometry | calls only at 10 µM | 360,000 tested, 1% active | AID 624256;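 active means normalized GFP-positive differentiation at or above the plate's own cutoff, the solvent-only control mean plus 3 SD; inconclusive means no clear call, values can overlap the other calls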;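 further: cells exposed to compound for four days before flow analysis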
Myeloid diff 2 GFP+ MAC1+ %: recorded beside Myeloid diff 2, whose call it bears; GFP+ MAC1+ double positive, %; measured here: differentiation confirmed by MAC1 staining
Active calls of the source: *; i = inactive; u = inconclusive; x = no result given; + = active, no number.

SMILES	Myeloid diff 2	Myeloid diff 2 GFP+ MAC1+ %
CN(C)CCN1CCN(C2CN(Cc3ccc(F)cc3)S(=O)(=O)C2)CC1 (centres undefined)	i	0.5
COc1ccc(S(=O)(=O)N2C[C@H]3CON(C)[C@H]3C[C@H]2c2cccc(Br)c2)cc1	i	0.6
C[C@H]1CN([C@@H](C)CO)C(=O)c2cc(Br)cnc2O[C@H]1CN(C)C(=O)c1cnccn1	i	0.7
CCCCNC(=O)C1C(c2ccc(OC)cc2)=Nc2ccccc2N1C(=O)c1ccncc1 (centres undefined)	i	3.8
COc1cccc(CN2CCN(C(=O)[C@H]3O[C@@H](n4cnc5c(N)ncnc54)[C@H](O)[C@@H]3O)CC2=O)c1	i	1.4
CC1=C(C(=O)N(C)C)CC(CC(=O)NCc2ccco2)C(=O)N1CCC1=CCCCC1 (centres undefined)	i	2.1
CCCCN1C[C@H](CO)Oc2cccc(F)c2S1(=O)=O	i	1.4
COc1ccc(-c2coc3c(C(=O)NCc4ccc(F)c(F)c4)cccc23)c(C)c1	i	1.4
CCCN(CCC)Cc1cc(=O)oc2cc(C)ccc12	i	1.3
CN(NS(=O)(=O)c1ccc([N+](=O)[O-])cc1)c1ccccc1	i	0.3
c1ccc2c(-c3cc(NCc4ccncc4)n4nccc4n3)cccc2c1	i	0.9
CC1CCCCC12NC(=O)N(CC(=O)NCc1cccs1)C2=O (centres undefined)	i	0.6
C[C@H](CO)N1C[C@H](C)[C@H](CN(C)S(C)(=O)=O)OCc2cnnn2CCCC1=O	i	0.7
O=S(=O)(c1ccccc1)N1CCNc2ccccc21	i	1.4
CN(C)CCCNC(=O)C[C@H]1C[C@H](C(=O)N2CCCCC2)[C@@]2(CCc3ccccc3)c3[nH]c4cc(CCC(=O)N(C)C)ccc4c3CCN2C1=O	i	0.4
CCOC(=O)c1c(NC(=O)CN2C(=O)N(C)C3(CCCCC3)C2=O)sc(C(=O)N(C)C)c1C	i	0.7
O=C(COC(=O)CN1C(=O)C2CC=CCC2C1=O)Nc1cccc([N+](=O)[O-])c1 (centres undefined)	i	0.8
Cc1cn([C@H]2C[C@H](O)[C@@H](CNCc3ccccc3OCCCN3CCOCC3)O2)c(=O)[nH]c1=O	i	4.3
COCCNC(=O)C1CCCN(Cc2ccc(C#N)cc2)CC1 (centres undefined)	i	1.3
COC(=O)[C@]12CCCCC=C1N(Cc1ccco1)C(=O)[C@H](CC(=O)N1CCN(C(=O)c3ccco3)CC1)C2	i	0.7
Cc1ccc(C(NC(=O)C2CCN(CCOc3ccccc3)CC2)c2ccccn2)cc1 (centres undefined)	i	0.7
COc1cc(OC)c(C(=O)OCC(=O)Nc2cccc(S(=O)(=O)NC3=NCCCCC3)c2)cc1OC	i	0.5
O=S1(=O)N[C@H](Cc2ccccc2)COc2cc(N3CCN(Cc4ccccc4F)CC3)ccc21	i	0.7
CC(C)N(C(=O)[C@H]1C[C@H](CC(=O)NC(C)(C)C)C(=O)N2CCc3c([nH]c4ccc(Cl)cc34)[C@]12C)C(C)C	+	1.5*
Cc1cccc(NC(=O)CNC(=O)Cn2cc(C(F)(F)F)cc(Cl)c2=O)c1C	i	0.5
COc1ccc(CN2C(=O)C(CC(=O)NCCN3CCOCC3)CC(C(=O)N3CCCCCC3)=C2C)cc1 (centres undefined)	i	0.0
CC(C)Cn1cnc2c(SCc3ccccc3)nc(N)nc21	i	1.8
CCOC(=O)N1CCN(C(=O)C[C@@H]2C[C@@]3(C(=O)OCC)CCC=C3N(Cc3ccc4c(c3)OCO4)C2=O)CC1	i	0.3
CC(=O)OC[C@H]1O[C@@H](Oc2cc3ccc(=O)oc3cc2OC(C)=O)[C@H](OC(C)=O)[C@@H](OC(C)=O)[C@@H]1OC(C)=O	i	1.2
CC(Sc1nnc(-c2ccccc2F)o1)C(=O)Nc1ccc(N2CCOCC2)cc1 (centres undefined)	i	1.3
CC(C)Oc1ccc2ccccc2c1CNC[C@H]1O[C@@H](n2ccc(N)nc2=O)[C@H](O)[C@@H]1O	i	0.9
Cc1ccc(S(=O)(=O)NC(=O)C2(C)CCN2C(=O)Cc2ccc(Cl)cc2Cl)nc1 (centres undefined)	i	0.2
N#Cc1ccc(COC(=O)C2CC(=O)N(CCc3ccccc3)C2)cc1 (centres undefined)	i	0.7
O=C(NNC(=O)c1cccc2ccccc12)c1ccc(Cl)c(Cl)c1	i	1.0
CCc1nc2c(OCc3cccc(Cl)c3)cccn2c1N(C)C(=O)C(C)C	i	0.5
O=C(COC(=O)c1cccc(-n2cnnn2)c1)c1ccc(F)c(F)c1	i	0.6
CCOC(=O)C1=C[C@@H](C2CCCCC2)N(S(=O)(=O)c2ccc([N+](=O)[O-])cc2)[C@H]1c1ccccc1	i	1.1
C[C@]12c3[nH]c4cc(-c5ccco5)ccc4c3CCN1C(=O)[C@@H](CC(=O)NCc1cccc(C(F)(F)F)c1)C[C@@H]2C(=O)N1CCCCC1	i	1.4
O=C(Nc1ccccc1)c1cc(C2CCCN(C(=O)c3ccc4c(c3)CCO4)C2)on1 (centres undefined)	i	0.6
Cc1ccc([C@@H]2C[C@H]3[C@@H](CN2S(=O)(=O)c2ccc(Cl)cc2)C(=O)C[C@@H](c2ccc(Cl)cc2)N3S(=O)(=O)c2ccccc2C)cc1	i	1.2
O=C(c1cccs1)N1C[C@@H](O)[C@H](n2cc(C3CC3)nn2)C[C@@H]1c1ccc(Cl)cc1	i	0.6
COc1cccc(CNc2nc(NCc3ccccc3)nc3ccsc23)c1	i	1.1
CCOC(=O)[C@]12CCC=C1N(Cc1ccco1)C(=O)[C@H](CC(=O)NCc1cccs1)C2	i	1.1
CN(CCO)c1cccc2c1S(=O)(=O)N[C@@H](Cc1ccccc1)CO2	i	0.5
C[C@@H]1COc2cc(N3CCC[C@H]3CO)ccc2S(=O)(=O)N1	i	1.0

Some of these compounds in order of SMILES length, rising.
SMILES	Myeloid diff 2	Myeloid diff 2 GFP+ MAC1+ %
COc1cccc(CNc2nc(NCc3ccccc3)nc3ccsc23)c1	i	1.1
C[C@@H]1COc2cc(N3CCC[C@H]3CO)ccc2S(=O)(=O)N1	i	1.0
O=C(Nc1ccccc1)c1cc(C2CCCN(C(=O)c3ccc4c(c3)CCO4)C2)on1 (centres undefined)	i	0.6

Following part:
SMILES	Myeloid diff 2	Myeloid diff 2 GFP+ MAC1+ %
COc1ccccc1N1CCN(S(=O)(=O)c2ccc([N+](=O)[O-])cc2)CC1	i	1.4
CCCCNc1c(-c2cccnc2)nc2nc(C)cc(C)n12	i	1.3
CC(=O)NNc1nc(-c2ccccc2)c2cc(Cl)ccc2n1	i	0.7
CC(=O)c1ccc(OCC(=O)OCC(=O)N(CC(C)C)c2c(N)n(Cc3ccccc3)c(=O)[nH]c2=O)cc1	i	0.6
Cc1c(C=NNc2ccccc2)[nH]c(=O)[nH]c1=O	i	0.9
Nc1ccccc1C=C1Cc2ccccc2C1=O	i	2.6
O=C(NC1CC1)c1ccc(-c2cnc3cccnn23)cc1	i	2.7
N#Cc1c(-c2ccc(Cl)cc2)c(-c2ccc(Cl)cc2)nn(CCOC(=O)CCC(=O)O)c1=O	u	x
CCc1nc2ccc(C(=O)N3CCN(C(C)=O)CC3)cn2c1N(C=O)Cc1ccc(OC)cc1	i	1.2
COC(=O)[C@@]1(Cc2ccccc2)[C@H]2C(=O)N(C)C(=O)[C@H]2[C@H]2CN=C(SCc3ccc(C#N)cc3)N21	i	1.2
CC(C)CNC(=O)C1(C)CCCN1Cc1ccc(S(C)(=O)=O)cc1 (centres undefined)	i	0.9
CCN(C(=O)COC(=O)/C(=C/c1ccccc1)NC(C)=O)c1c(N)n(Cc2ccccc2)c(=O)[nH]c1=O	i	0.6
COc1ccc2c3c(ccc2c1)C(=O)/C(=C/O)CC3	i	2.3
Cc1ccc(S(=O)(=O)N2C[C@H]3C(=O)C[C@@H](c4ccccc4)N(S(=O)(=O)c4ccc(C)cc4)[C@H]3C[C@H]2c2cccc(Cl)c2)cc1	+	1.1*
COc1cc2ccc(C=O)cc2cc1OC	i	0.6
CCC(C)CN1C(=O)CN(S(C)(=O)=O)CC1(C)C(=O)Nc1c(C)cccc1C (centres undefined)	i	1.4
CCOC(=O)[C@]12CCCC=C1N(Cc1ccc3c(c1)OCO3)C(=O)[C@H](CC(=O)NCCCN1CCCC1=O)C2	i	0.7
CC(=O)N(c1ccccc1)c1ccccc1[N+](=O)[O-]	i	1.3
Cc1cc(NC(=O)CSCC(=O)OCC(=O)c2ccc(Br)cc2)no1	i	0.7
CN(C)c1ccc(-c2csc(C(O)c3ccccc3)n2)cc1 (centres undefined)	i	2.1
COc1ccc(-c2cc(C(=O)N(C)CC(=O)Nc3ccccc3C(F)(F)F)c3ccccc3n2)cc1OC	i	1.3
O=[N+]([O-])c1ccc(COc2ccccc2CN2CCCC2)cc1	i	0.8
Cc1ccc(S(=O)(=O)N2CCCCC2)cc1NC(=O)C1COc2ccccc2O1 (centres undefined)	i	0.7
CN(Cc1cnn(-c2ccccc2)c1)C(=O)c1ccc(S(=O)(=O)NCc2ccco2)cc1	i	2.4
CC(C)(C)c1cc(C2COC(=O)COCCOCC(=O)OCCOCCO2)cc(C(C)(C)C)c1O (centres undefined)	i	3.7
COc1ccc(-c2nc3c(C)cc(Br)cn3c2CC2CCCCC2)cc1OC	i	0.0
COc1cccc(CC(=O)Nc2ccc(N3CCOCC3)c(S(=O)(=O)Nc3ccccc3OC)c2)c1	i	2.6
COC(=O)C[C@H]1C[C@H]2c3cc(NC(=O)Nc4ccc(C(F)(F)F)cc4)ccc3O[C@H]2[C@@H](CO)O1	i	1.8
O=C(NC(c1ccc(F)cc1)c1ccc2ccccc2n1)C1CCN(CCOc2ccc(Cl)cc2)CC1 (centres undefined)	i	1.3
O=C(NCCN1CCC(n2c(=O)[nH]c3ccccc32)CC1)c1cccc2c1-c1ccccc1C2=O	i	0.4
COc1ccc(Cn2cc(CN(C)C3CN(Cc4cn(Cc5ccc(OC)cc5)nn4)S(=O)(=O)C3)nn2)cc1 (centres undefined)	i	1.7
O=C(Nc1c(Br)cc2c(c1Br)Cc1cc([N+](=O)[O-])ccc1-2)C(Cl)Cl	i	1.6
COc1cccc(C2c3cc4c(cc3OC(N3CCOCC3)C2C)OCO4)c1O (centres undefined)	+	7.0*
COc1cccc(-c2cnc(C(O)c3ccc(CN4CCCC4)cc3)[nH]2)c1 (centres undefined)	i	0.7
O=C(Nc1nccs1)[C@@H]1CCCN1S(=O)(=O)c1ccccc1F	i	0.7
CC1CCCCC1NC(=O)Cn1cnc2sccc2c1=O (centres undefined)	i	2.0
CNC[C@@H]1Oc2cc(Br)ccc2S(=O)(=O)N([C@@H](C)CO)C[C@@H]1C	i	0.8
CCN(CC)CCNc1ccc(CO)c2oc3cc(Cl)ccc3c(=O)c12	i	0.7
CC(=O)Nc1ccc2nc(NC(=O)CS(=O)(=O)c3ccc(F)cc3)sc2c1	i	0.8
COc1cc(C(=O)N2CCCCC2c2cc(C(=O)NC(C)C)no2)cc(OC)c1C (centres undefined)	i	0.7
COc1ccc(S(=O)(=O)N2CCC(C(=O)NCCC(=O)NCc3ccccn3)CC2)cc1	i	0.8
O=C(C(=O)N1CCN(c2ccccc2F)CC1)c1ccccc1	i	1.7
C[C@H]1CN([C@@H](C)CO)C(=O)CCCn2nncc2CO[C@H]1CN(C)C(=O)Cc1ccccc1	i	0.6
Nc1nnc2cc(Br)ccc2n1	i	1.3
O=C(Nc1ccc(F)c(Cl)c1)C1Cc2c(-c3cccc(F)c3)ccnc2O1 (centres undefined)	i	1.1
CCN(CC)c1ccc2cc(C(=O)c3cccs3)c(=O)oc2c1	+	5.0*
O=C(Nc1cccc(OC(F)(F)F)c1)c1ccc(-c2cccnc2)c2ccoc12	i	0.8
Nc1nc2ccc(Br)cc2s1	i	0.1
Cc1ccc([C@@H]2C[C@H]3[C@@H](CN2S(=O)(=O)c2ccc(Cl)cc2)C(=O)C[C@@H](c2cccc(Cl)c2)N3S(=O)(=O)c2ccc(C)cc2)cc1	i	0.9
COc1cc(-c2cc(C(=O)O)c3cc4ccccc4cc3n2)cc(OC)c1OC	i	1.6
COC(=O)c1cc2c(n(Cc3ccccc3)c1=O)CCCC2=O	i	0.6
CCc1nc2c(OCc3ccc(C(=O)OC)cc3)cccn2c1N(C)C(=O)C(C)C	i	0.6
COc1ccc(CN2C[C@@H](CO)O[C@@H](n3cnc4c(NCc5cc(OC)c(OC)c(OC)c5)ncnc43)C2)cc1	i	0.8
CCc1nc2c(OCc3ccccc3)cccn2c1N(C)C(=O)c1ccc(OC)cc1	i	0.4
COC(=O)c1c[nH]c(=S)n1Cc1ccccc1	i	1.4
COC(=O)[C@@]12C[C@@H](CC(=O)NCc3ccccc3)C(=O)N(CCc3ccc(OC)c(OC)c3)C1=CCC(C)(C)C2	i	1.7

Of the compounds above, these contain an NH in an aromatic ring:
SMILES	Myeloid diff 2	Myeloid diff 2 GFP+ MAC1+ %
CN(C)CCCNC(=O)C[C@H]1C[C@H](C(=O)N2CCCCC2)[C@@]2(CCc3ccccc3)c3[nH]c4cc(CCC(=O)N(C)C)ccc4c3CCN2C1=O	i	0.4
Cc1cn([C@H]2C[C@H](O)[C@@H](CNCc3ccccc3OCCCN3CCOCC3)O2)c(=O)[nH]c1=O	i	4.3
CC(C)N(C(=O)[C@H]1C[C@H](CC(=O)NC(C)(C)C)C(=O)N2CCc3c([nH]c4ccc(Cl)cc34)[C@]12C)C(C)C	+	1.5*
C[C@]12c3[nH]c4cc(-c5ccco5)ccc4c3CCN1C(=O)[C@@H](CC(=O)NCc1cccc(C(F)(F)F)c1)C[C@@H]2C(=O)N1CCCCC1	i	1.4
CC(=O)c1ccc(OCC(=O)OCC(=O)N(CC(C)C)c2c(N)n(Cc3ccccc3)c(=O)[nH]c2=O)cc1	i	0.6
Cc1c(C=NNc2ccccc2)[nH]c(=O)[nH]c1=O	i	0.9
CCN(C(=O)COC(=O)/C(=C/c1ccccc1)NC(C)=O)c1c(N)n(Cc2ccccc2)c(=O)[nH]c1=O	i	0.6
O=C(NCCN1CCC(n2c(=O)[nH]c3ccccc32)CC1)c1cccc2c1-c1ccccc1C2=O	i	0.4
COc1cccc(-c2cnc(C(O)c3ccc(CN4CCCC4)cc3)[nH]2)c1 (centres undefined)	i	0.7
COC(=O)c1c[nH]c(=S)n1Cc1ccccc1	i	1.4

Not all compounds are listed (hit frequency here may not be typical).
